Arr AP2 block – blocks beta-arrestin peptide binding to AP2 adaptin; FITC-arrestin peptide / GST-AP2 beads, flow cytometry; AP2 beta2 appendage carries R879A mutation; inhibition, % at 10 µM; actives 0.31% (n = 340,000); AID 504490;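 active = inhibition above a set limit, near 3 SD of compounds lacking own fluorescence, cut at about 54% in these data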;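 also: plate controls were DMSO wells for no effect and 5 µM unlabelled arrestin peptide for full effect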
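System: GST-AP2 R879A glutathione beads; medium: PBS, Tween 20 0.05%, BSA 0.1%; reagent: fluorescein-tagged arrestin peptide at 50 nM final; schedule: pre-incubation 12 min, peptide binding 1 h, room temperature; detection: flow cytometry, FL1 (488/535 nm); read-out: inhibition as reduced fluorescein signal on beads, percent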
HTR5A inv ag – HTR5A inverse agonism, opioid heterodimer counter-screen; AID 504634; HTR5A cell line, luminescence; inhibition, % at 9.3 µM; P47898; actives 0.083% (n = 340,000); in the data active = inhibition mostly above about 23%, no sharp cut-off; inactive = mostly below about 18%;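 also: 0% = cells with DMSO and 100% = no-cell wells with DMSO; some compounds called inactive have numbers as strong as hits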
V-ATPase pH – alters yeast V-ATPase proton transport. actives 0.37% (n = 350,000). response, % at 10 µM. S. cerevisiae, pHLuorin cytosolic pH fluorescence. AID 504577; in the data active = response mostly above about 7.3%, no sharp cut-off; inactive = mostly below about 5.4%; also: actives read high; inactives centre near 0; some compounds called inactive have numbers as strong as hits; reference of the scale not given here
DSG3 Ab inh – blocks pemphigus antibody binding to human desmoglein-3 | P32926 | DSG3-coupled beads, scFv-anti-DSG3-GFP binding, flow cytometry; stronger effect = lower value | binding (percent of control), % at 10 µM | actives 0.48% (n = 310,000) | AID 588358;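 active = binding more than 3 SD below its plate's average and above zero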;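 also: hits lower antibody fragment binding to DSG3; some compounds called inactive have numbers as strong as hits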
Target sequence (P32926 whole entry, looked up, the tested form may be a part): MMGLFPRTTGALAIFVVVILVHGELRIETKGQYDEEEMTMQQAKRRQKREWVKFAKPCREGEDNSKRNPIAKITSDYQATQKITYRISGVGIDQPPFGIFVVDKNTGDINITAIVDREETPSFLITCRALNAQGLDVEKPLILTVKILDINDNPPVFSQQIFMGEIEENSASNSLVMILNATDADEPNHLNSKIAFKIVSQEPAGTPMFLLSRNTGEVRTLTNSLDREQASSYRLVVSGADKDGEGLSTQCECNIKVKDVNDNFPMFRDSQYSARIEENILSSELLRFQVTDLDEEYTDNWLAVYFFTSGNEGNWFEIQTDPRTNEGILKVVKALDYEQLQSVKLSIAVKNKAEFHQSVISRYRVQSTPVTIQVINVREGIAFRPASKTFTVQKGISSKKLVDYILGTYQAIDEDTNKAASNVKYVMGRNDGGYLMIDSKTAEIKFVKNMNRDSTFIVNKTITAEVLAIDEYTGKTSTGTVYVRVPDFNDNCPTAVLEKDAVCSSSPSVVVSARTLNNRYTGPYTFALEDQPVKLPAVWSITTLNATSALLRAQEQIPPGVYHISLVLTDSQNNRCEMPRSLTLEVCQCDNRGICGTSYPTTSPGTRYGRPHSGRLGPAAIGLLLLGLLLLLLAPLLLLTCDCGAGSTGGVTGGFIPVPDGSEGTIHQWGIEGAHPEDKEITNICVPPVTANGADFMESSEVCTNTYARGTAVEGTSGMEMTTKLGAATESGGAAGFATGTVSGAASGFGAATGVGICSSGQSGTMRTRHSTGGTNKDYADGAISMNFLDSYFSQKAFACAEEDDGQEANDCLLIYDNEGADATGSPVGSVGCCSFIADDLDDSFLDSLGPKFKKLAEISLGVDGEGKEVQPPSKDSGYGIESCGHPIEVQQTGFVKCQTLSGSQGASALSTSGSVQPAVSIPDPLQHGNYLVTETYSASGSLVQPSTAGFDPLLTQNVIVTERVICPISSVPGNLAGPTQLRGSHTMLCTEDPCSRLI
PKA-R2B act – activators of human PKA-R2B complex; PKA-R2B holoenzyme dissociation, Cy5-IP20 fluorescence polarization; R2B truncated from residue 108, S112A mutant; 0% DMSO only, 100% 113 µM cGMP; P22694+P31323; activation, % at 11.4 µM; actives 0.079% (n = 340,000); AID 504700;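 active = activation above a cutoff set at the mean over all compounds plus 3 SD, cut at about 18% in these data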;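 also: higher means more holoenzyme dissociation and a rise in polarization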
PKA-R1A act – PKA-R1A complex activation; P00514+P68181; PKA-R1A dissociation, Cy5-IP20 fluorescence polarization; scaled: DMSO 0%, 113 µM cGMP 100%; actives 0.083% (n = 340,000); activation, % at 11.4 µM;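 active = percent activation above the mean of all tested compounds plus 3 SD, cut at about 19% in these data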;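 also: higher means more PKAc released from R1A so a rise in polarization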
DAGLB inh – diacylglycerol lipase beta (human) inhibition. Q8NCG7. HEK293T DAGLB membrane lysate, EnzChek fluorogenic substrate. inhibition, % at 5.17 µM. actives 0.059% (n = 340,000). AID 504411; in the data active = inhibition above about 34%;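 also: 0% = enzyme with vehicle and 100% = wells lacking enzyme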
HTR5A ag – counter-screen for OPRM1-OPRD1 agonists: human HTR5A agonism; actives 0.61% (n = 340,000); activation, % at 9.3 µM; HTR5A agonist assay, luminescence, cell-based; AID 504692; P47898; in the data active = activation mostly above about 9.5%, no sharp cut-off; inactive = mostly below about 7.6%;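 also: 0% = cells with vehicle only and 100% = reference agonist; strong numbers were not always called active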
OPRM1-OPRD1 inv – inverse agonists of human mu-delta opioid receptor heterodimerization; actives 0.21% (n = 340,000); P35372+P41143; inhibition, % at 9.3 µM; cell-based MOR-DOR heterodimer luminescence, inverse agonism; in the data active = inhibition above about 22%, passing the limit was not always enough;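 also: 0% = cells with DMSO and 100% = wells without cells with DMSO; values of inactives mirror those of a sister screen read the other way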
MOR-DOR ag – OPRM1-OPRD1 heterodimerization agonism; actives 0.3% (n = 340,000); activation, % at 9.3 µM; AID 504326; cells, luminescence; P35372+P41143; in the data active = activation above about 18%;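 also: 0% = vehicle-treated cells and 100% = reference agonist; values of inactives mirror those of a sister screen read the other way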
* hit, by the source's call; . = not tested or not shown. No enrichment for hits. Share with any hit: about 2.4%.

Compound	HTR5A ag	PKA-R1A act	DAGLB inh	MOR-DOR ag	PKA-R2B act	Arr AP2 block	V-ATPase pH	OPRM1-OPRD1 inv	DSG3 Ab inh	HTR5A inv ag
C=CCNC(=O)Nc1ccc2nc(C)sc2c1	-3	2	-2	-0.8	1	35	-3	4	100	7
CS(=O)(=O)c1ccc(CNC(=O)[C@]2(C(F)(F)F)C[C@H](CCc3ccccc3)CCCO2)cc1	-8	14	-5	2.9	1	20	-1	-17	103	22
CNC(=S)N(CCc1c(C)[nH]c2ccc(C)cc12)Cc1cc(OC)c(OC)c(OC)c1	1	-4	0	-1.4	-9	1	4	8	100	-2
Nc1nonc1-n1nnc(C(=O)N/N=C/c2c(Cl)cccc2Cl)c1CSC1=NCCS1	0	-3	0	-1.0	-3	-4	0	5	94	-9
O=C(Cc1cn2ccsc2n1)Nc1cccc2cnccc12	2	-3	-7	-3.0	4	-8	-3	16	102	-6
O=C(Nc1ccnn1C1CCN(Cc2c(F)cccc2Cl)CC1)C1CCCC1	-2	-9	-2	1.7	-8	1	1	-8	98	-6
Oc1[nH]c2ccccc2c1N=NC(=S)NCCc1ccccc1	-4	-8	2	0.4	-13	10	-1	-2	99	10
O=C(Nc1ccc(N2CCOCC2)cc1)c1ccc(Cl)nc1	-2	-7	-1	-2.0	-7	-3	.	12	96	-25
CCc1ccc(-c2nc(SCC(=O)c3c(N)n(C)c(=O)n(C)c3=O)n[nH]2)cc1	0	2	0	-3.3	-5	21	-2	17	92	-2
COc1ccc(CCNC(=O)c2c(C)nn(-c3ccccc3)c2Cl)cc1	1	8	0	-1.3	3	11	-1	7	104	3
Cc1cccn2c(=O)c(C(=O)NC3CC(C)CC(C)(C)C3)c(O)nc12 (stereo unspecified)	-6	-8	-4	0.7	-9	-1	7	-4	117	15
COc1ccccc1N1CCN(C(=O)COc2ccc(C)cc2Br)CC1	6	6	-8	0.8	0	-1	0	-4	105	-6
CN(C)C(=O)CCc1ccc2c3c([nH]c2c1)[C@]1(CCC2CCCC2)[C@@H](C(=O)N2CCOCC2)C[C@H](CC(=O)NCCCn2ccnc2)C(=O)N1CC3	2	-4	-1	-3.5	-3	-5	3	17	94	-7
Cc1ccc(-c2cn(-c3ccccc3F)c(=S)[nH]2)cc1	2	-4	-3	-2.7	2	23	-2	13	101	-7
O=C(CCC(=O)Nc1ccccc1Cl)NNC(=O)COc1ccc([N+](=O)[O-])cc1	1	-1	-2	-2.9	-8	18	-2	11	92	-8
Cc1cc(C)nc(SCc2nc3ccccc3n2C)n1	0	-9	0	-3.2	-4	6	-4	19	88	-38
O=[N+]([O-])c1ccc(N2CCN(S(=O)(=O)c3ccccc3)CC2)cc1NCC1CCCO1 (stereo unspecified)	-2	-10	1	-1.9	10	20	0	10	105	16
O=c1oc2ccccc2cc1-c1csc(Nc2nc3c(F)cccc3s2)n1	-2	-1	2	-3.4	-13	-3	-1	15	112	-30
O=C(NN=C1CCC(=NNC(=O)c2cccnc2)CC1)c1cccnc1	4	15	0	-2.2	5	16	3	11	98	-25
O=C1OCC(CO)(CO)N=C1NNc1ccccc1[N+](=O)[O-]	3	-5	1	-1.5	-17	36	5	8	102	-8
Cc1cccc(NC(=O)Nc2cccc(Oc3c(F)c(F)c(F)c(F)c3F)c2)c1	5	-8	-10	4.1	-10	25	-2	-24	122	2
Cc1ccc(OCc2cc(C(=O)NCC(C)(C)N3CCOCC3)no2)cc1C	-9	-4	-2	-2.1	4	36	8.2*	9	113	23
S=c1[nH]nc(-c2ccc(Cl)cc2)n1CCCN1CCOCC1	3	-7	-1	-3.0	4	-2	3	16	98	21
Cc1c(NC(=O)COC(=O)c2ccc(O)cc2)c(=O)n(-c2ccccc2)n1C	1	3	-1	-4.0	2	5	-1	15	102	13
CCOC(=O)C(=CNc1cc(C)ccn1)C(=O)OCC	5	-4	-1	-3.2	2	44	-2	14	101	15

(next part)
Compound	HTR5A ag	PKA-R1A act	DAGLB inh	MOR-DOR ag	PKA-R2B act	Arr AP2 block	V-ATPase pH	OPRM1-OPRD1 inv	DSG3 Ab inh	HTR5A inv ag
CN(C)c1ccc(C2/C(=C(/O)c3ccccc3)C(=O)C(=O)N2CCCC(=O)O)cc1 (stereo unspecified)	10	-4	0	-1.9	1	-9	-3	10	94	-30
O=C(Nc1nc(-c2ccc3c(c2)OCCO3)cs1)c1ccco1	0	-5	-4	-1.6	-2	8	-2	9	.	2
O=C(CSc1nc2ccccc2c(=O)n1Cc1ccco1)N1CCN(c2ccccc2)CC1	1	-3	3	-1.8	9	-2	1	10	102	-8
O=S(=O)(NCc1ccc2c(c1)OCO2)c1ccc(F)cc1	1	-11	-7	-1.4	-11	-3	-5	7	103	-3
COCCN(C(=O)c1ccccc1F)c1nnc(-c2ccc(OC)cc2)s1	-2	-2	-5	-1.5	-2	-1	-2	7	103	8
COc1ccc(C2=NN(C(=S)Nc3ccccc3)C(c3ccccc3)C2)cc1 (stereo unspecified)	5	-3	-1	-1.2	-2	-6	-1	8	103	-19
COCCNC(=O)C1CCCN(c2nn3c(=O)cc(C)nc3s2)C1 (stereo unspecified)	3	-4	3	-0.5	-11	7	3	2	106	-9
O=C(NCCc1ccccc1)C1CCC(CNS(=O)(=O)c2cccc3cccnc23)CC1 (stereo unspecified)	0	-2	-3	-2.7	-10	10	0	15	80	1
COc1cc(C(=O)Oc2ccccc2OC(=O)c2cc(OC)c(OC)c(OC)c2)cc(OC)c1OC	-2	-9	1	0.2	-1	13	3	-1	74	8
CCN(C(=O)COC(=O)CNC(=O)c1ccc2ccccc2c1)C1CCS(=O)(=O)C1 (stereo unspecified)	3	5	1	-1.2	-13	-55	4	6	96	21
NC(=O)Cn1cnc2c(nnn2-c2cccc(Cl)c2)c1=O	-1	-5	1	-3.4	-9	9	-3	15	99	4
N#CC(C(=O)O)=C1CCCC1	5	-2	-3	-0.9	5	4	1	4	100	-1
COc1cc(OC)cc(C(=O)N[C@H](C(=O)NNC(=O)c2ccc(Br)cc2)C(C)C)c1	2	-1	-1	-2.2	1	-5	-4	11	121	-9
COc1ccc(CCC(=O)Nc2cc([N+](=O)[O-])ccc2OC)cc1	-1	-17	0	0.2	8	-6	0	-2	98	1
COc1ccc(/C=C(/NC(=O)c2ccccc2Cl)C(=O)O)cc1	-2	5	-1	-1.5	-2	-4	2	10	81	6
Cc1ccc(C2(C)NC(=O)N(CC(=O)Nc3c(C)n(C)n(-c4ccccc4)c3=O)C2=O)cc1 (stereo unspecified)	0	3	-1	-1.8	3	-4	1	9	89	-14
COc1cc(/C=N/N2C(=O)c3ccccc3C2=O)ccc1O	1	-11	-1	-2.4	-4	3	5	12	83	13
Cc1ccc([C@H]2C[C@H](O)[C@@H](n3cc(COC(=O)c4ccccc4)nn3)CN2Cc2cccs2)cc1	.	1	-2	.	4	.	1	.	101	.
Cc1cc(C(=O)O)ccc1NCc1ccncc1	-2	-1	1	-0.6	-6	34	-2	3	102	8
O=c1c2[nH]c3ccc(Br)cc3c2ncn1CCCn1ccnc1	-3	-2	3	-2.5	7	0	2	14	104	8
COc1ccc(CNC(=O)C(c2cccc(C)c2)N(C(=O)c2csnn2)C2CC2)cc1 (stereo unspecified)	-4	2	-1	-3.1	1	-4	3	20	100	-5
CNC(C)C(=O)NC(C(=O)N1CCCC1C(=O)Nc1ccc2ncccc2c1)C(C)C (stereo unspecified)	-4	1	-3	-0.7	-10	8	6	4	101	12
Cc1ccc(C)c(NC(=O)CSc2nc(=O)n(CCN3CCOCC3)c3c2CCCC3)c1	-3	-5	0	-0.8	1	4	1	4	102	7
CCc1ccc(-n2c(SCc3cc(=O)n4cc(Br)ccc4n3)nc3[nH]ncc3c2=O)cc1	9	-4	2	2.3	3	-23	2	-11	103	27
COc1ccc(Nc2nc(Nc3ccc(OC)cc3)nc(-n3[nH]c(=O)c(C)c3C)n2)cc1	-3	3	6	-3.4	-6	7	1	17	96	43*

Carrying on:
Compound	HTR5A ag	PKA-R1A act	DAGLB inh	MOR-DOR ag	PKA-R2B act	Arr AP2 block	V-ATPase pH	OPRM1-OPRD1 inv	DSG3 Ab inh	HTR5A inv ag
Cc1cc(NC(=O)Cc2cn3ccsc3n2)n(-c2ccccc2)n1	0	-2	5	-1.6	-6	-7	0	9	98	-9
COC(=O)c1ccccc1NC(=O)C(C)c1ccc([N+](=O)[O-])cc1 (stereo unspecified)	0	-9	-4	3.3	-5	-10	4	-20	83	1
COc1ccc(C(=O)c2ccc(N3CCOCC3)c([N+](=O)[O-])c2)cc1	3	-6	3	-3.1	-6	2	1	15	106	-8
COC(=O)c1ccccc1NC(=O)CNc1cc(Cl)ccc1N1CCOCC1	-1	-9	-2	1.2	15	47	-1	-7	105	-5
C=CCN(C(=O)CNC(=O)c1ccco1)C(C(=O)NC1CCCCC1)c1ccccc1F (stereo unspecified)	5	0	1	1.1	-12	-2	5	-5	105	-5
COC(=O)C[N+](C)(C)C/C=C\c1ccccc1	-4	-3	-1	-1.6	1	-22	-2	9	92	5
CC(=O)c1cc(-c2ccccc2)n(CC(=O)N2CCC(C)CC2)c1C	4	-15	-4	1.3	4	5	-2	-7	.	-24
CCC(C)(C)NC(=O)/C=C/c1cnc2ccccc2n1	-1	-11	3	-0.9	-1	14	-2	6	104	-2
CC(C)C[C@@H](CSc1ccc(Br)cc1)N1CCN(C)CCC1=O	2	-4	-5	-3.5	-6	15	-2	19	99	4
Nc1cc(=O)[nH]c(=S)n1-c1cccc(C(F)(F)F)c1	-4	-11	2	0.5	-4	30	-7	-3	99	-16
O=C(NCc1cccc(F)c1)c1cccc2c1C(=O)c1ccc(N3CCOCC3)cc1S2(=O)=O	2	-2	-1	-0.7	-5	-3	3	3	100	-16
COC(=O)/C=C/c1ccc2c(c1)OCO2	14	-3	-3	0.1	8	-5	0	0	98	23
N#Cc1c(N2C(=O)Nc3ccccc3N2O)sc2c1CCCC2	2	-10	10	-2.0	-9	-9	-2	11	109	-6
CCOC(=O)C1CCCN(CCC(=O)Nc2cc(C)cc(C)c2)C1 (stereo unspecified)	10*	-1	-1	-2.5	6	-5	1	13	105	-25
COc1ccc(C(=O)Nc2nnc(SCC(=O)NCc3ccco3)s2)cc1OC	-3	2	-1	-3.1	2	-10	-3	18	107	12
CC1CCCCN1C(=O)CSc1nc(-c2ccccc2)cc(=O)[nH]1 (stereo unspecified)	4	0	-1	1.5	-7	1	7	-9	93	-23
CCC(=O)Nc1cccc(-c2ccc(N3CCN(C)CC3)nn2)c1	0	0	-3	-4.5	4	-7	-1	23	102	0
Cc1ccccc1N=C1SCC(=O)N1Cc1ccccc1	3	-12	-8	8.8	-20	-9	-2	-46	104	-12
